# From PubChem
# JMJD2A Tudor inh: qHTS Assay for Inhibitors of JMJD2A-Tudor Domain. Lysine-specific demethylase 4A (Homo sapiens), O75164. AlphaScreen JMJD2A-Tudor / H3K4me3 peptide binding. Potency, µM (highest dose often 114 µM), inactives show top-dose activity change, negative = inhibition, most hits filed as inhibitors. 4.4% of 390,000 active. AID 504339, 2011; also: potency is read from the fitted curve at half-maximal effect; % is scaled to controls: 0 for no effect and ±100 for the full control effect; nearly all actives have a fitted effect of over 50% in size
# Target sequence (O75164 whole entry, looked up, the tested form may be a part): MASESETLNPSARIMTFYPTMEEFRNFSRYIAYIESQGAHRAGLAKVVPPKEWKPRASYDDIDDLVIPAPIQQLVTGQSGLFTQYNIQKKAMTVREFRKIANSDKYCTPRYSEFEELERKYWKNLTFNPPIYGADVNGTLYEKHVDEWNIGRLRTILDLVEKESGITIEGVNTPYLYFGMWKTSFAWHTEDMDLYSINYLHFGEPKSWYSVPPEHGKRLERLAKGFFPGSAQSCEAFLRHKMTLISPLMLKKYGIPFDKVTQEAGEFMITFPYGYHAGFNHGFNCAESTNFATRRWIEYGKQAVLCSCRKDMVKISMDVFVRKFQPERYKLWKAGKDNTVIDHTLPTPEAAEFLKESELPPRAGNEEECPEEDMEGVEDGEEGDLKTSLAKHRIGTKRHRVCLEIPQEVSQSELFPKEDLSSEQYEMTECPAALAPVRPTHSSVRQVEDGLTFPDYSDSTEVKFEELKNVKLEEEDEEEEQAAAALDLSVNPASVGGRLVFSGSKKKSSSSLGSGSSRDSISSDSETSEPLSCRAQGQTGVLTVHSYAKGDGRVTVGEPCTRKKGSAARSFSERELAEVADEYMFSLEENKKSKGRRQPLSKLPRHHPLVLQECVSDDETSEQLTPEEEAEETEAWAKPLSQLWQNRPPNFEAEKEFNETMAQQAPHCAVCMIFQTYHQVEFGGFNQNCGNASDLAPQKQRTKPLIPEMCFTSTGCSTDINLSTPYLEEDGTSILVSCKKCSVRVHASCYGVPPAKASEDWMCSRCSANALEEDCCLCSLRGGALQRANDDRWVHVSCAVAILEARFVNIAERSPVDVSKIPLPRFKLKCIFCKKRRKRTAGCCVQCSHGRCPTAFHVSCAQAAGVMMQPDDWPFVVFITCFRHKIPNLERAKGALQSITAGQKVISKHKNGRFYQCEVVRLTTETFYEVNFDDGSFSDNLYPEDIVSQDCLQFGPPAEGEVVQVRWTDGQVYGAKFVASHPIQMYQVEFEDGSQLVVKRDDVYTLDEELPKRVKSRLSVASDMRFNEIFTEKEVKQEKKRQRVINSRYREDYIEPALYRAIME
# Tb PGK inh: qHTS Assay to Find Inhibitors of Phosphoglycerate Kinase | Potency, µM (highest dose often 57.5 µM), without a hit: at the highest dose activity change, negative = inhibition, hits mostly inhibitors | PGK/GAPDH coupled, Kinase-Glo luminescence, 60 min | 0.043% of 380,000 active | Phosphoglycerate kinase, glycosomal (Trypanosoma brucei brucei), P07378; also: potency is read from the fitted curve at half-maximal effect; % is scaled to controls: 0 for no effect and ±100 for the full control effect; nearly all actives have a fitted effect of over 60% in size
#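 Luminescent ATP detection (Kinase-Glo Plus) follows a 60-minute room-temperature incubation, with wells lacking PGK as controls. Buffer: 100 mM TEA (pH 7.6), 5 mM MgCl2, 0.01% Tween-20. Coupling enzyme GAPDH (100 nM final) supplies unstable 1,3-BPG in-well.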
# BAZ2B block: qHTS Assay for Inhibitors of BAZ2B; Bromodomain adjacent to zinc finger domain protein 2B (Homo sapiens), Q9UIF8; AlphaScreen BAZ2B-H3K14Ac peptide displacement; Potency, µM (doses to about 114 µM), for inactives: at the top dose activity change, negative = inhibition, usual class: inhibitors; 4.4% of 360,000 active; AID 504333, 2011; also: potency is read from the fitted curve at half-maximal effect; % is scaled to controls: 0 for no effect and ±100 for the full control effect; nearly all actives have a fitted effect of over 60% in size
#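 AlphaScreen displacement: compounds (up to 110uM) incubated 30 min at room temperature with a preformed 50 nM BAZ2B/50 nM biotinylated H3K14Ac peptide complex in PBS pH 7.4 with Tween-20. Donor and acceptor beads at 10 ug/mL final added, 20 min light-protected before reading.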
# ERG Ets-DNA blk: qHTS for Small Molecule Inhibitors of the ERG Ets/DNA interaction | AID 624246, 2012 | fluorescence polarization, His-ERG Ets domain / labelled DNA | 0.028% of 370,000 active | Transcriptional regulator ERG (Homo sapiens), P11308 | Potency, µM (highest dose often 76.9 µM), for inactives: at the highest dose FP activity, negative = inhibition, usual class: inhibitors; active = well fitted inhibition curve with a large enough effect in the polarisation, with a control signal flat; inconclusive = small, poorly fitted or top-dose-only effect, or effect the other way, or a change in a side signal; inactive = no such curve, though single readings can be large or run the other way; the % refers to the polarisation;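 also: polarization taken with two DNA probes labelled with fluorescein and Texas red; potency is read from the fitted curve at half-maximal effect; % of control where 0% means no effect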
#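 His-tagged ERG Ets domain (1 uM in the protein solution; 300mM KCl, 50mM Tris-HCl, 1mM EDTA, 1mM DTT, pH 7.5) received compound, then a probe mix of 5 nM fluorescein-DNA and 100nM Texas-615-DNA. Fluorescence polarization was read for both dyes.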
# HP1b binding inh: HTS for Inhibitors of HP1-beta Chromodomain Interactions with Methylated Histone Tails; Chromobox protein homolog 1 (Homo sapiens), P83916; AlphaScreen HP1-beta / biotin-H3K9me3 peptide binding; Potency, µM (doses to about 114 µM), inactives show top-dose activity change, negative = inhibition, actives largely listed as inhibitors; 0.56% of 390,000 active; AID 540317, 2011; also: potency is read from the fitted curve at half-maximal effect; nearly all actives have a fitted effect of over 70% in size; inactives centre near 23
#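 Compound inhibition of the preformed complex between 50 nM HP1-beta and 50 nM biotinylated H3K9me3 peptide was read by AlphaScreen. Buffer was PBS pH 7.4 with 0.01% Tween-20. Incubations ran 30 min at room temperature, with 10 ug/mL donor/acceptor beads.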
# Pin1 inh: qHTS Assay to Find Inhibitors of Pin1; Peptidyl-prolyl cis-trans isomerase NIMA-interacting 1 (Homo sapiens), Q13526; Pin1 FP peptide displacement, HiFluor488, 10 min; Potency, µM (titrated, usually from 115 µM), inactives show top-dose activity, negative = inhibition, most hits filed as inhibitors; 0.009% of 390,000 active; AID 504891, 2011; active = well fitted inhibition curve with a large enough effect in the polarisation, with a control signal flat, not every such curve was filed as active; inconclusive = small, poorly fitted or top-dose-only effect, or effect the other way, or a change in a side signal; inactive = no such curve, though single readings can be large or run the other way; the % refers to the polarisation; also: potency is read from the fitted curve at half-maximal effect; % is scaled to controls: 0 for no effect and ±100 for the full control effect
# G9a block: qHTS Assay for Inhibitors of Histone Lysine Methyltransferase G9a | Histone-lysine N-methyltransferase EHMT2 (Homo sapiens), Q96KQ7 | G9a H3K9 monomethylation, AlphaScreen, 2 h | Potency, µM (highest dose often 102 µM), inactives show at the highest dose activity, negative = inhibition, hits mostly inhibitors | 8.8% of 350,000 active | AID 504332, 2011; also: potency is read from the fitted curve at half-maximal effect; % is scaled to controls: 0 for no effect and ±100 for the full control effect; nearly all actives have a fitted effect of over 75% in size
#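 Chemiluminescent proximity detection of H3K9 monomethylation, read after 10 min bead incubation in the dark. Reaction: 20 nM G9a, 500 nM biotin-H3K9 peptide, 20 uM SAM cofactor, 2 h, room temperature, following 15 min enzyme-compound preincubation.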
# GLS inh: qHTS for Inhibitors of Glutaminase (GLS). Glutaminase kidney isoform, mitochondrial (Homo sapiens), O94925. GLS enzymatic activity, qHTS titration. Potency, µM (series often up to 45.5 µM), inactives show top-dose activity change, negative = inhibition, most hits filed as inhibitors. 0.21% of 410,000 active; also: potency is read from the fitted curve at half-maximal effect; % is scaled to controls: 0 for no effect and ±100 for the full control effect
#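 Coupled fluorescence readout: glutamate oxidase/HRP/Amplex Red detect glutamate formed by hKGA from L-glutamine (1 mM solution added). Buffer 45 mM KH2PO4 pH 8.2, 0.02% Tween-20; reads at t0 and 30 min RT.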
# PI4K2A block: qHTS for small molecular inhibitors of PI4K2A; purified PI4K2A, ADP-Glo luminescence, 1 h; hits give low values; activity change, negative = inhibition, % at 76.9 µM; AID 1346378, 2018; 0.13% of 420,000 active; in the data active = activity change below about -50%; inconclusive = mostly about -30% to -49%;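 also: -100% = wells without enzyme as full effect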
#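 In this quantitative HTS, ADP production by PI4K2A was quantified luminescently after 1 h at ambient temperature; 100 microM adenosine served as plate-quality control.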
# Starred values were filed as active, the others as inactive; i = inactive; ? = inconclusive; · = no result given; & = joins results of further samples; ! = not active in a repeat; [ ] = remark or other dose. Unless noted, calls follow the shape of the dose curve; as a rule, active = well fitted curve in the direction sought with a large enough effect; inconclusive = small, poorly fitted or top-dose-only effect, or another doubt; inactive = no such curve, though single readings can be large; an effect the other way counts as inactive or inconclusive. Random draw from the library; any-hit rate near 11%.
JMJD2A Tudor inh,Tb PGK inh,BAZ2B block,ERG Ets-DNA blk,HP1b binding inh,Pin1 inh,G9a block,GLS inh,PI4K2A block,SMILES
-11.8%,i,-2.6%,-6.8%,43.9%[activator],2.5%,2.8%[59 µM],-10.3%,4.0,O=C(CSc1nnc(-c2ccccc2)n1Cc1ccccc1)N1CCOCC1
-11.5%,-3.5%,-21.4%,-4.9%,1.2%,-1.0%,0.3%,3.9%,-3.0,Cc1cc2sc3nc(=O)n(-c4ccccc4)c(=O)n3c2cc1C
-1.9%,i,7.4%,13.2%,20.7%[57 µM],39.6%[activator],26.4%[59 µM],?,2.2,COc1cccc(-n2cc(C(=O)OCc3ccc(Cl)cc3)c3ccccc3c2=O)c1
-16.0%,-9.6%,1.7%,-4.7%,33.0%,0.1%,·,3.3%,4.5,CC(CC(=O)Nc1ccc(F)cc1F)S(=O)(=O)c1ccc2c(c1)NC(=O)CO2 (centres undefined)
8.4%,-8.8%,12.2%,·,27.1%,0.0%,7.6%[59 µM],5.3%,3.1,Clc1ccc(CNC2CCCC2)c(Cl)c1
-29.7%,i,-7.0%,-0.2%,54.1%[activator],-2.2%,3.3%,2.4%,-4.7,COc1ccc(NC(=O)Cc2nc3ccccc3[nH]2)cc1
-4.3%,i,3.1%,8.0%,8.0%,-2.1%,-1.6%,-1.0%,2.7,COc1ccc(CN2CCOCCOCCOCCOCCOCC2)cc1
-31.1%,i,?,-2.3%,8.1%,4.8%,?,3.2%,0.1,Cc1ccccc1OCc1ccc(-c2nc(C#N)c(N3CCN(c4ccccc4)CC3)o2)o1
0.0%,·,-15.0%,2.9%,26.7%,-6.8%,15.9%[59 µM],3.9%,1.4,OC1(C#CCN2CCOCC2)CCCCC1
-2.0%,7.3%,-2.8%,-2.7%,11.1%,1.3%,12.6%[12.7 µM],0.2%,5.0,CN(Cc1ccc(Cl)cc1)C(=O)COC(=O)c1ccc(-c2ccc(O)cc2)cc1
-2.8%,i,-2.2%,-8.5%,40.3%[activator],-1.4%,?,-12.8%,0.2,O=C(CSc1nc2ccccc2o1)NCC1CCCO1 (centres undefined)
-12.6%,2.2%,22.2%,1.8%,11.6%,0.2%,21.4%,4.4%,-0.3,COC(=O)CSc1nnc2n1C(C)(C)Cc1ccccc1-2
-8.6%,3.0%,-14.0%,0.4%,42.0%[activator],-0.6%,2.1%,14.2%,0.7,NC(=S)Nc1c(Cl)cccc1Cl
-19.7%,-4.9%,-5.5%,-3.5%,-15.2%,1.4%,-9.7%[59 µM],-8.2%,2.4,CCN(CC)CCCN(Cc1cc2cc(OC)ccc2[nH]c1=O)C(=O)Nc1ccccc1
-29.5%,-2.8%,4.6%,-2.0%,17.9%,-8.8%,-12.4%[59 µM],·,4.4,CCCCC(=O)Nc1ccccc1C(=O)N1CCOCC1
1.3%,-0.3%,6.2%,0.3%,37.1%,-1.1%,10.0%,2.2%,2.6,Cc1ccccc1N1CC(=O)N(c2ccccc2C)CC1=O
-16.5%[11.4 µM],-8.4%,-37.9%,1.1%,25.0%,10.1%,50.1µM*,13.2%,-4.7,O=C(O)c1cnn(-c2nc(-c3cccc(F)c3)cs2)c1C(F)(F)F
-0.7%&-2.7%,8.0%,79.4µM*!,-1.4%&0.8%,15.2%&34.3%,1.5%&-8.7%,37.5%[0.501 µM],2.8%&-1.5%,-1.2&-0.7,CCOC(=O)c1ccc(NS(=O)(=O)c2ccc3c(c2)n(C)c(=O)n3C)cc1
-11.2%,-3.4%,-5.9%,-10.0%,40.1%[activator],-0.4%,1.6%[0.501 µM],2.3%,-0.8,COc1ccc(-c2nc(NCCCN(C)C)c3ccccc3n2)cc1
-15.6%,4.5%,·,10.4%,28.4%,2.7%,·,16.2%,0.0,C[C@H](CO)N1C[C@H](C)[C@@H](CN(C)S(=O)(=O)c2ccccc2)Oc2c(NC(=O)C3CCCCC3)cccc2C1=O
0.0%,2.6%,-2.0%,8.8%,36.9%,3.7%,-7.2%[12.7 µM],0.2%,1.5,O=C(NCC1CCCO1)C(C(=O)c1ccccc1)n1cc(Cl)ccc1=O (centres undefined)
-9.9%,-6.2%,10.7%,18.4%,8.0%,10.0%,15.6%[59 µM],1.4%,-3.6,CCSc1nnc(NC(=O)c2cccc3ccccc23)s1
-3.3%,-7.4%,18.8%,0.3%,23.7%,3.0%,-23.1%,7.0%,-1.3,O=C(CN1C(=O)C2C3C=CC(C3)C2C1=O)Nc1ccc(F)cc1 (centres undefined)
-20.0%,i,3.3%,1.3%,31.7%[activator],4.2%,-7.8%,-12.0%,1.7,O=C(CN1CCN(Cc2ccccc2)C1=O)NCCCN1CCOCC1
?,0.3%,1.9%,1.2%,37.2%,-4.2%,-25.9%,5.8%,0.2,COc1ccc(CNC(=O)/C(C)=C\C(=O)O)cc1
-16.4%,-1.4%,10.1%,1.5%,25.1%,-0.2%,9.8%[59 µM],0.3%,-3.2,CC(C)OCCCNS(=O)(=O)c1ccc2ccccc2c1
?,i,-12.6%,14.4%,22.4%,26.4%,1.78µM*,0.6%,-6.5,Cc1cccc(-n2c(CCc3ccccc3)nnc2SCC(=O)c2ccccc2)c1
-10.8%,i,9.9%,1.3%,28.8%,-0.5%,-4.7%[2.33 µM],2.9%,-5.4,CCCn1c(N)c(N(CCOC)C(=O)CSc2cc(C)c3cccc(C)c3n2)c(=O)[nH]c1=O
-3.5%,5.5%,1.5%,1.8%,26.1%,0.8%,7.3%[59 µM],0.6%,-7.4,Cn1c(=O)[nH]c(=O)c2c1nc(NCCc1ccccc1)n2Cc1ccc(F)cc1
-4.1%,-6.3%,-1.6%,8.7%,20.4%,0.0%,0.4%[2.33 µM],1.0%,-1.4,CN(C)CCn1cnc2c1c(=O)[nH]c(=O)n2Cc1ccccc1
2.0%,i,12.1%,6.3%,43.8%[activator],24.1%,11.3%[59 µM],6.6%,-2.3,CCC(C)NC(=O)c1sc2nc(C)c(C(=O)Nc3ccc(C)cc3C)c(-c3ccccc3Cl)c2c1N (centres undefined)
-5.4%,3.0%,0.0%,-2.6%,5.9%,5.1%,13.1%[59 µM],3.3%,-4.8,CCOCCCNC(=O)C(c1ccc(OC)cc1)N(Cc1ccc2c(c1)OCO2)C(=O)CNC(C)=O (centres undefined)
-14.5%&-15.8%,-1.6%&-10.0%,-11.6%&-6.8%,12.2%&-0.3%,7.0%&13.0%,0.0%&-3.8%,8.7%[59 µM],7.3%&6.5%,1.9&2.4,Cc1ccccc1-c1nc(CS(=O)(=O)CC(=O)NCCCN2CCN(C)CC2)c(C)o1
-12.0%,-2.0%,-20.6%,-1.3%,11.5%,-5.4%,-21.4%,-4.5%,0.8,COCCn1c(-c2ccc3ccccc3c2)nc2c1c(=O)[nH]c(=O)n2CC(C)C
?,-8.3%,-30.0%,-1.3%,14.8%,1.3%,?,13.9%,0.5,O=C(c1cc([N+](=O)[O-])cc([N+](=O)[O-])c1)N(Cc1nnc(-c2ccccc2Cl)o1)C1CC1
-9.2%,·,5.9%,·,16.0%,-5.8%,6.2%,3.3%,1.9,O=C(c1ccco1)N1CCN(C(=O)c2cccs2)CC1
-1.4%,3.2%,-2.1%,17.8%,14.2%,4.5%,?,21.8%,-6.0,COc1cccc(NC(=S)N(Cc2cccc(Br)c2)CC2CCC(C(=O)O)CC2)c1 (centres undefined)
-7.6%,-6.6%,-22.8%,-5.4%,32.9%,-3.4%,64.3%,-0.5%,-3.9,COc1cc2[nH]c(C(=O)N(C)C3CCS(=O)(=O)C3)cc2c(OC)c1OC (centres undefined)
31.6µM*,2.9%,?,2.9%,?,-12.6%,·,2.1%,6.2,CC(C)NCCCOc1ccc(Cl)cc1Br
0.0%,-11.0%,·,-1.1%,29.0%,-14.5%,·,-14.3%,-2.2,Cc1ccc(NC(=O)CC(C)c2ccccc2)cc1S(=O)(=O)N1CCOCC1 (centres undefined)
-10.0%,-9.5%,8.9%,-5.2%,11.6%,5.6%,-2.6%[0.501 µM],-2.2%,6.3,CCC(=O)c1cn(CC(=O)Nc2cccc(C)c2)c2ccccc12
70.5%&44.1%[activator],-8.6%,19.7%,0.1%,38.4%,0.2%&-2.0%,6.3%,-0.9%,-2.3,COC(=O)c1ccccc1NC(=O)c1ccc(F)cc1
-11.6%,i,·,4.2%,33.5%,-6.1%,·,-5.5%,0.7,C=CC[C@]12C=C(OC)C(=O)C(OC)=C1O[C@@H](c1ccc3c(c1)OCO3)[C@H]2C
-16.8%,-10.7%,-7.5%,-1.4%,26.2%,-12.5%,-33.1%,-29.4%,-3.8,S=c1nccc(-c2cccs2)[nH]1
